# CHRM4 PAM: potentiates acetylcholine response at human M4 receptor. CHO-K1 hM4/Gqi5, Fluo-8 calcium fluorescence, ACh EC20; 0% = ACh EC20, 100% = maximal ACh. activation, % at 3 µM. 360,000 compounds, 0.4% hits;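 active = activation above its plate's cutoff, the mean activation of sample wells plus 3 SD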; note: some results filed as inactive read as strong as hits
# Target sequence (P08173 whole entry, looked up): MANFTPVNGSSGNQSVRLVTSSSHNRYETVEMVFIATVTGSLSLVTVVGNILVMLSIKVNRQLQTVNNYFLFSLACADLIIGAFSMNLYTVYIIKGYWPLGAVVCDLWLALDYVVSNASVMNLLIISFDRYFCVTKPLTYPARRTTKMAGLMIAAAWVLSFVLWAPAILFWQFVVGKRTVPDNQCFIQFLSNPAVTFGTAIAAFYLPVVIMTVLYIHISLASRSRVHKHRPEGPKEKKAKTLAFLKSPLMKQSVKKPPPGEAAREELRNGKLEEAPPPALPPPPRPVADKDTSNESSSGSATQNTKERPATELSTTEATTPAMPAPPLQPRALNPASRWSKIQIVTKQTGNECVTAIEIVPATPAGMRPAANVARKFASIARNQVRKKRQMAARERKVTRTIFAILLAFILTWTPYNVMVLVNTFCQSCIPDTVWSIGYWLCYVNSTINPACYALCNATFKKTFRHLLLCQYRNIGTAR
# CRFBP-R2 agonist: CRF-BP/CRF-R2 complex agonism; HEK293 CRF-R2/CRF-BP, calcium dye fluorescence (FLIPR); percent of saturating CRF peptide response; activation, % at 13.2 µM; 350,000 compounds, 0.46% hits; AID 588473;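 active = activation of at least 50%, plus an integration ratio under a set limit after plate pattern correction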;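 note: plate controls were neutral control wells without compound for no effect and CRF at EC100 for full effect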
# PHOSPHO1 block: blocks human PHOSPHO1 phosphatase activity. 290,000 compounds, 1.1% hits. recombinant PHOSPHO1, absorbance phosphatase assay. inhibition, % at 13.3 µM; in the data active = inhibition above about 60%
# Target sequence (Q8TCT1 whole entry, looked up): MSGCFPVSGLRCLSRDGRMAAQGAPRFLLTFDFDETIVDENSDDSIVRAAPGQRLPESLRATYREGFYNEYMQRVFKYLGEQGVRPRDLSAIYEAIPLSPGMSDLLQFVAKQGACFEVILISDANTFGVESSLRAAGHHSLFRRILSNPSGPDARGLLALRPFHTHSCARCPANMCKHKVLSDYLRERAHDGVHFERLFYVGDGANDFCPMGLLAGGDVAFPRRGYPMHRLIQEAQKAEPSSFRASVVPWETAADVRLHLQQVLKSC
# p-CIP stab down: p/CIP protein destabilization; decrease of EGFP signal, % at 10 µM; 290,000 compounds, 0.01% hits; F442A p/CIP-EGFP cells, EGFP fluorescence, 16 h; AID 1984;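 active = EGFP signal decrease of at least 30% at 10 µM or well 3 SD below plate mean, unless failing retest; inactive = the rest, including hits failing retest or dose response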; note: some compounds called inactive have numbers as strong as hits; many of its hits are not listed in these tables
# CRFR2-BP antag: blocks CRF-induced signaling of the CRF-BP/CRF-R2 complex. HEK293 CRF-R2/CRF-BP, CRF-induced calcium fluorescence. inhibition, % at 11.8 µM. 350,000 compounds, 0.59% hits;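 active = inhibition of the ligand-induced calcium signal above about 50% at the single tested concentration, limit read from the data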
# IDE act: activators of human insulin-degrading enzyme in cells; P14735; HEK cells, FAbeta-B cleavage, fluorescence polarization; 0% vehicle, 100% cell-free pure enzyme wells; 340,000 compounds, 0.073% hits; activation, % at 5.96 µM; AID 493087;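 active = activation above the mean of all tested compounds plus 3 SD, set per screening campaign, cut at about 17% in these data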
# GalR3 antagonist: human GalR3 antagonism; HEK293 GalR3-CNG cAMP membrane potential fluorescence; galR3 body fused to GalR1 C-terminus; 360,000 compounds, 0.44% hits; inhibition, % at 3 µM; O60755;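 active = inhibition above the screen-wide average plus 3 SD, cut at about 13% in these data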;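 note: forskolin and galanin both at EC90 stimulate the cells; cAMP rise reported by CNG channel membrane potential dye signal; 0% = forskolin plus galanin with DMSO and 100% = forskolin alone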
# Target sequence (O60755 1-299 limits assumed): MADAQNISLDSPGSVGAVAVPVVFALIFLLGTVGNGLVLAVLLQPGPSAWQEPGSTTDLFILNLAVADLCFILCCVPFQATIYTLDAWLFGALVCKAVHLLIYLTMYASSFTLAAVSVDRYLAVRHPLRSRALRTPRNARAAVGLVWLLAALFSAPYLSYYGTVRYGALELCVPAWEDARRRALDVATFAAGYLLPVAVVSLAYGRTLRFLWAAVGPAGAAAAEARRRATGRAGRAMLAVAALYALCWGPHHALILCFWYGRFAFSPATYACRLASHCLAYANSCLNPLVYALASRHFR
# MEKK3 PB1 HTS: raises or lowers MEK5 binding to the human MEKK3 PB1 domain. binding response (% of control), % at 10 µM. bead-based flow cytometry, Alexa488-MEK5 binding to MEKK3; actives lie on both sides; 0 = blocked by unlabeled MEK5, 100 = vehicle. 290,000 compounds, 1.4% hits;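 active = binding response more than 3 SD above or below the average of its plate-row segment, actives on both sides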;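 note: Alexa488 bead fluorescence after subtracting the streptavidin-only scavenger bead signal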
# IDE cell inh: cellular human IDE inhibition; inhibition, % at 5.59 µM; P14735; 320,000 compounds, 0.41% hits; HEK cells, FAbetaB cleavage, fluorescence polarization;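 active = percent inhibition above the average of all tested compounds plus 3 SD, set per screening campaign, cut at about 16% in these data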;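 note: IDE supplied by intact live HEK cells; FP after avidin binding of uncleaved biotin substrate so inhibition keeps polarization high; 0% = DMSO wells and 100% = 60 µM reference IDE inhibitor Ii1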
# The depositor's hits bear a star; / = not tested or not shown; [ ] = remark or other dose.
# Order of results: CHRM4 PAM	CRFBP-R2 agonist	PHOSPHO1 block	p-CIP stab down	CRFR2-BP antag	IDE act	GalR3 antagonist	MEKK3 PB1 HTS	IDE cell inh
CSCCC(NC(=O)c1ccco1)C(=O)Nc1ccc(C)c(S(=O)(=O)N2CCOCC2)c1 (stereo unspecified)
→ 0	0.2	/	/	11	5	-5	/	0
NS(=O)(=O)c1ccc(CNC(=S)NC2CC2)cc1
→ 6	-0.3	-12	-12	9	-1	-4	102	-4
COc1ccc(C(=C(CC(=O)O)C(=O)OC(C)(C)C)c2cc(OC)c(OC)c(OC)c2)cc1OC
→ 6	-1.7	/	/	16	2	-3	/	/
O=S(=O)(NCc1ccccc1)c1cccc2nonc12
→ 5	-1.1	-41	-23	7	3	-8	86	-3
O=C(COC(=O)CSc1nnc(-c2ccc(Cl)cc2)o1)NCc1ccc2c(c1)OCO2
→ 12	-0.7	-14	1	23	-2	6	81*[inhibitor]	-1
O=C(c1cccc([N+](=O)[O-])c1)N1CCN(C/C=C/c2ccccc2)CC1
→ -9	0.0	36	-7	10	8	-3	97	0
Cc1ccccc1C(=O)NC(=S)NC1CCS(=O)(=O)C1 (stereo unspecified)
→ 1	1.2	32	-9	-3	-1	0	105	-4
C[C@@H]1CN([C@@H](C)CO)C(=O)c2cccc(NC(=O)C3CCCCC3)c2O[C@@H]1CN(C)C(=O)NC1CCCCC1
→ -4	-0.2	/	/	-19	1	-7	/	-2
COc1ccccc1OCC(=O)NCCCn1ccnc1
→ -1	-0.3	16	-1	-8	0	-7	99	1
O=C1CC(N(CCc2ccccc2)C(=S)Nc2ccccc2)C(=O)N1c1ccc(Br)cc1 (stereo unspecified)
→ -3	9.8	17	-10	-28	2	-8	102	2
Cn1c(=O)c2ncn(CC(=O)N/N=C/c3ccco3)c2n(C)c1=O
→ 9	0.6	0	-6	10	-6	-4	140*	-2
COCc1cc(C)nc(OCC(=O)N/N=C/c2ccc(O)cc2O)c1C#N
→ 2	-0.4	-5	-9	3	-1	-2	93	4
CC1(CCc2ccccc2)NC(=O)N(Cc2cc([N+](=O)[O-])cc3c2OCOC3)C1=O (stereo unspecified)
→ 0	-0.2	43	-2	-19	5	-6	98	4
Clc1ccccc1CSC1=NCCCN1
→ -5	0.6	19	9	-7	3	-2	102	-4
O=C(O)c1ccc2c(=O)n3c(nc2c1)/C(=C/c1cccc(O)c1)CC3
→ 2	-0.7	27	0	-13	2	-8	106	-3
COC(=O)c1sc(-c2cccs2)cc1N
→ 3	-0.7	37	-12	13	4	-1	119	-1
COc1cccc(-n2c(SCC(=O)O)nnc2-c2cccnc2)c1
→ 9	-0.8	28	-4	-4	-3	-7	98	-6
CCOC(=O)c1nc(C)n(-c2cc(Cl)ccc2Cl)n1
→ 2	1.6	15	-5	-2	4	-3	99	-4
Cc1ccc(NC(=O)c2cccc3cccnc23)cc1
→ 7	0.6	39	-13	-2	-3	-8	101	2
CC(=O)N1CCOc2ccc(S(=O)(=O)NCCc3cccc(C)c3)cc21
→ -1	0.6	15	0	6	-5	-7	101	-1
O=C(Nc1nccs1)c1cc(S(=O)(=O)N2CCOCC2)c(Cl)cc1Cl
→ -3	0.8	5	-14	-9	0	-1	96	-1
O=C(Nc1cccc2ccccc12)/C(=C/c1ccc([N+](=O)[O-])cc1)NC(=O)c1ccccc1
→ -2	1.1	-30	-1	5	6	-2	/	0
O=C(CSc1nnc(-c2ccc(F)cc2)o1)N1CCCC1
→ 4	-0.6	23	11	-11	1	-8	102	0
COc1ccc(/C(N)=N/OC(=O)CSc2ccc(C)cc2)cc1
→ 0	2.3	0	2	-3	5	-6	94	1
Cc1cc(C)c(C#N)c(Nc2cccc(C)c2C)n1
→ 1	1.1	14	-2	-5	1	-10	104	4
Cc1ccc(NC(=S)N2CCN(CCN3C(=O)c4cccc5cccc(c45)C3=O)CC2)cc1
→ 13	-2.2	10	6	-9	4	-5	99	9
COc1ccc([C@@H]2[C@H]3C(=O)N(c4cccc(C(F)(F)F)c4)C(=O)[C@H]3ON2C)cc1
→ 8	-4.5	-23	-2	5	-3	-3	108	3
Cc1ccc(NC(=O)CN2CCCC2c2cccs2)cc1S(=O)(=O)N1CCCCC1 (stereo unspecified)
→ -10	23	/	/	-2	6	-4	/	4
O=C(CCCN1C(=O)/C(=C/c2cccc(Br)c2)SC1=S)Nc1cccnc1
→ -4	-0.9	24	-4	-54	/	-3	103	1
O=C(Nc1ccc(S(=O)(=O)N2CCOCC2)cc1)c1c(F)cccc1F
→ -2	0.0	24	-12	9	2	-8	99	0
COc1ccc(C(=O)N/C(=C\c2cn(C)c3ccccc23)C(=O)NCCCN2CCOCC2)cc1
→ 0	-0.7	24	4	-5	5	-1	96	1
O=C(NCc1ccc2c(c1)OCO2)C1COc2ccccc2O1 (stereo unspecified)
→ -2	-3.6	11	0	15	1	3	92	0
Cc1cc(C)n(Cc2ccccc2Cl)n1
→ 8	-2.5	9	-6	-2	9	-5	104	1
O=C(Nc1ccccc1)Nc1ccccc1C(=O)NCCCN1CCOCC1
→ -8	-1.9	33	-19	11	5	-5	101	1
CCOC(=O)C(=Cc1ccc(-c2ccsc2C(=O)OC)o1)C(=O)OCC
→ -2	0.0	52	-10	-23	-1	-3	93	2
O=C(CCN1C(=O)COc2ccccc21)NCc1ccco1
→ 7	-0.3	29	-13	2	-1	-5	97	1
COc1cccc(NC(=O)C(=S)NC2CCCCC2)c1
→ -5	1.3	13	-21	1	3	0	108	0
CC(C)c1nnc(SCC(=O)NC2CCCC2)n1C
→ -6	1.0	9	3	2	-1	-7	67	1
O=C(CCN1C(=O)/C(=C\c2ccccc2F)SC1=S)N1CCOCC1
→ 7	1.1	/	/	14	/	-8	/	/
O=C(CC(C(=O)O)c1ccc(Cl)cc1Cl)c1ccc(Cl)cc1 (stereo unspecified)
→ 3	0.3	26	-8	12	3	-10	100	0
CC1CCCCC1NC(=O)CSc1nc2ccccc2c(=O)n1Cc1ccco1 (stereo unspecified)
→ 2	0.5	19	-1	16	0	-2	/	6
CCOC(=O)CSc1nc(C)c2ccccc2n1
→ -4	0.4	16	-12	6	3	2	104	-1
CCOC(=O)NC(=O)c1cn(Nc2ccccc2)c(=O)[nH]c1=O
→ 15	0.3	46	-4	-12	1	4	101	6
CN(C)CC(CCC(CN(C)C)C(=O)c1ccccc1)C(=O)c1ccccc1 (stereo unspecified)
→ -7	11	-2	-42	-10	8	/	99	/
CCOC(=O)Nc1cc(Br)c2c(c1)OCCO2
→ 6	0.7	-1	4	14	-2	-6	0.0*[inhibitor]	8

# Grouped by structure, those above with a furan ring, fused or not.
# Order of results: CHRM4 PAM	CRFBP-R2 agonist	PHOSPHO1 block	p-CIP stab down	CRFR2-BP antag	IDE act	GalR3 antagonist	MEKK3 PB1 HTS	IDE cell inh
CSCCC(NC(=O)c1ccco1)C(=O)Nc1ccc(C)c(S(=O)(=O)N2CCOCC2)c1 (stereo unspecified)
→ 0	0.2	/	/	11	5	-5	/	0
Cn1c(=O)c2ncn(CC(=O)N/N=C/c3ccco3)c2n(C)c1=O
→ 9	0.6	0	-6	10	-6	-4	140*	-2
CCOC(=O)C(=Cc1ccc(-c2ccsc2C(=O)OC)o1)C(=O)OCC
→ -2	0.0	52	-10	-23	-1	-3	93	2
O=C(CCN1C(=O)COc2ccccc21)NCc1ccco1
→ 7	-0.3	29	-13	2	-1	-5	97	1
CC1CCCCC1NC(=O)CSc1nc2ccccc2c(=O)n1Cc1ccco1 (stereo unspecified)
→ 2	0.5	19	-1	16	0	-2	/	6

# Next records.
# Order of results: CHRM4 PAM	CRFBP-R2 agonist	PHOSPHO1 block	p-CIP stab down	CRFR2-BP antag	IDE act	GalR3 antagonist	MEKK3 PB1 HTS	IDE cell inh
Cc1cccc(C)c1NC(=O)CN1C(=O)NC(C)(CCc2ccccc2)C1=O (stereo unspecified)
→ -9	-1.8	25	0	20	3	-8	98	-5
O=C(O)CCc1ccc(-c2ccc(F)cc2)n1CC1CCCO1 (stereo unspecified)
→ 5	-1.8	14	-7	5	-2	-8	98	-5
CC(C)=CCc1c(O)cc2c(=O)c3ccc(O)cc3oc2c1O
→ 9	-0.3	/	/	-13	1	1	103	-4
Cc1nc2c3c4c(sc3n3c(SCC(=O)NCc5ccco5)nnc3n2n1)COC(C)(C)C4
→ 0	0.4	56	-6	15	1	0	105	/
CCOc1cc(/C=N\Nc2ncc(F)c(N3CCOCC3)n2)ccc1Oc1nc(Cl)ncc1F
→ -11	0.3	28	-2	4	6	-6	90	3
COc1ccc(NC(=O)N(CCCN(C)C)Cc2cc3cc(OC)ccc3[nH]c2=O)cc1
→ -7	-2.1	-5	-15	-2	7	-5	89	-2
CCc1ccccc1N/C(=N\S(=O)(=O)c1ccccc1)C(F)(F)F
→ 4	-1.5	-12	-6	21	-5	0	103	-2
O=C(CCC(=O)OCC(=O)c1ccccc1)Nc1cccc(Cl)c1
→ 1	-0.5	-3	6	-5	6	0	101	4
CCn1c(SCC(=O)OC(C)C)nnc1-c1ccccc1
→ -5	-0.1	19	6	4	/	-1	98	4
COc1ccccc1N(CC(O)CN1CCCCC1)S(=O)(=O)c1ccc(C)cc1 (stereo unspecified)
→ -9	-0.1	23	-16	-7	3	-2	101	4
CC(=O)Nc1ccc(S(=O)(=O)N2CCC(C(=O)NCCc3ccc(Cl)cc3)CC2)cc1
→ -6	-1.2	23	-14	14	0	-6	107	/
COc1ccc(S(=O)(=O)Nc2c(C(=O)O)[nH]c3ccccc23)cc1OC
→ 0	-0.9	-6	-7	0	3	3	106	4
CCOC(=O)c1oc2ccccc2c1NC(=O)CN1CCOCC1
→ 0	2.0	24	-12	4	1	-5	102	-1
COCCn1nnnc1C(c1ccc(C(F)(F)F)cc1)N1CCOCC1 (stereo unspecified)
→ 5	-0.3	-5	2	-4	6	-3	101	0

# 3 entries drawn at random from the list so far:
# Order of results: CHRM4 PAM	CRFBP-R2 agonist	PHOSPHO1 block	p-CIP stab down	CRFR2-BP antag	IDE act	GalR3 antagonist	MEKK3 PB1 HTS	IDE cell inh
CCOC(=O)c1nc(C)n(-c2cc(Cl)ccc2Cl)n1
→ 2	1.6	15	-5	-2	4	-3	99	-4
CCOC(=O)NC(=O)c1cn(Nc2ccccc2)c(=O)[nH]c1=O
→ 15	0.3	46	-4	-12	1	4	101	6
CSCCC(NC(=O)c1ccco1)C(=O)Nc1ccc(C)c(S(=O)(=O)N2CCOCC2)c1 (stereo unspecified)
→ 0	0.2	/	/	11	5	-5	/	0

# Record cards (already shown). Values in the order: CHRM4 PAM	CRFBP-R2 agonist	PHOSPHO1 block	p-CIP stab down	CRFR2-BP antag	IDE act	GalR3 antagonist	MEKK3 PB1 HTS	IDE cell inh
# COc1ccc(NC(=O)N(CCCN(C)C)Cc2cc3cc(OC)ccc3[nH]c2=O)cc1 reads -7	-2.1	-5	-15	-2	7	-5	89	-2
# CCc1ccccc1N/C(=N\S(=O)(=O)c1ccccc1)C(F)(F)F reads 4	-1.5	-12	-6	21	-5	0	103	-2
# CC(=O)Nc1ccc(S(=O)(=O)N2CCC(C(=O)NCCc3ccc(Cl)cc3)CC2)cc1 reads -6	-1.2	23	-14	14	0	-6	107	/
